Screens (PubChem)
Diaph inh CS – diaphorase inhibitors and chemical oxidizers, primary screen, counter-screen for diaphorase-coupled primary assays, biochemical, uHTS, resorufin fluorescence; 0.69% of 190,000 active; inhibition, % at 20 µM; diaphorase resazurin-to-resorufin fluorescence, NADH, 16 min; bacterial (C. kluyveri) enzyme, not human; AID 1217, 2008;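 active = primary screen inhibition at 20 µM above a set limit, cut at about 50% in these data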;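 note: plate controls were DMSO with full reaction for no effect and wells lacking NADH for full effect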
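Assay system: diaphorase enzyme from Clostridium kluyveri. Quantity: enzyme working solution with 0.14 U/mL diaphorase. Schedule: reaction incubation of 16 min at room temperature. Technique: resorufin fluorescence, excitation 544 nm, emission 590 nm. Controls: No-NADH positive control and DMSO neutral control.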
PPARg SRC3 recr – PPARgamma agonists recruiting SRC-3 coactivator, primary screen, biochemical; biochemical PPARgamma/SRC-3 coactivator recruitment assay; Peroxisome proliferator-activated receptor gamma (Homo sapiens), P37231; 0.26% of 200,000 active; AID 731, 2007; activation, % at 8 µM; in the data active = activation above about 23%;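 note: 0% = DMSO and 100% = reference agonist; some compounds past the cut are filed as inactive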
Target sequence (P37231 whole entry, looked up): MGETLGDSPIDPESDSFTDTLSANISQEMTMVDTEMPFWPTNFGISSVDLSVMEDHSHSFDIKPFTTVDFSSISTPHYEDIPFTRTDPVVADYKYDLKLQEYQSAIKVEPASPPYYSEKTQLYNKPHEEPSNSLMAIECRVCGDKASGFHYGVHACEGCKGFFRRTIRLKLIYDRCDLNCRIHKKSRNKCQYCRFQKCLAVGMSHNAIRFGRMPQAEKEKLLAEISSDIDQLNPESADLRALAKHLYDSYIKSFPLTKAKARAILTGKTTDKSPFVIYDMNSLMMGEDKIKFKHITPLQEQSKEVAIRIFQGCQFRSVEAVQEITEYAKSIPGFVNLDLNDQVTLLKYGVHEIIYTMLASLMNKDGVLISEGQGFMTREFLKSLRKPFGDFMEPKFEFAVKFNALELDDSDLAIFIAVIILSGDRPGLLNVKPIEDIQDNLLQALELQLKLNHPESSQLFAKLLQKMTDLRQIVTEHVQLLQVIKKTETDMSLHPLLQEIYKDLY
SRC2 TRFRET art – TR-FRET signal artefacts, primary screen, artefact control for PPARgamma SRC-2 agonist project, biochemical; TR-FRET artefact counter-screen; active compounds read high; TR-FRET ratio at 8 µM; 0.4% of 200,000 active; in the data active = TR-FRET ratio above about 2000; note: inactives centre near 1500
PMI act satM6P – human PMI activators, high substrate, primary screen, biochemical, fluorescence intensity, near-saturating mannose 6-phosphate | Mannose-6-phosphate isomerase (Homo sapiens), P34949 | coupled PMI enzyme assay, resazurin fluorescence, 20 min; active compounds read high; 1 = untreated enzyme, 0 = substrate-free blank | 0.34% of 190,000 active | activation factor at 20 µM | AID 1216, 2008;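 active = activation factor of 2 or more at 20 µM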
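assay system = human phosphomannose isomerase with PGI, G6PDH, diaphorase coupling enzymes | quantity = 15 ng/mL PMI | incubation = enzyme reaction with compound 20 min at room temperature | medium = HEPES pH 7.4 buffer with MgCl2 and Tween-20 | compound dosing = one concentration, 20 µM, in 1% DMSO | measured by = Diaphorase-driven resazurin-to-resorufin fluorescence, excitation 544, emission 590 nm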
Diaph act CS – compounds boosting diaphorase resazurin reduction – biochemical, uHTS, resorufin fluorescence, counter-screen for diaphorase-coupled primary assays, primary screen; Diaphorase/resazurin coupled assay, 16 min; active compounds read high; 1 = vehicle wells, 0 = NADH-free wells; activation factor at 20 µM; 0.005% of 190,000 active; AID 1229, 2008;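 active = diaphorase activity raised at least twofold by the compound at 20 µM; inactive = activation factor below 2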
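Test system: Clostridium kluyveri diaphorase, purified enzyme; input: enzyme 0.07 U/mL final; buffer or medium: 50 mM HEPES pH 7.4 with 4.542 mM MgCl2, 0.005% Tween 20; also added: 0.114 mM NADH and 0.1 mM resazurin, final amounts; schedule: 16 min enzyme reaction, ambient temperature; technique: fluorescence of resorufin, 544 nm excitation, 590 nm emission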
PPARg SRC-1 ag – PPARgamma agonists recruiting SRC-1 coactivator, primary screen, biochemical; activation, % at 8 µM; AID 631, 2007; Peroxisome proliferator-activated receptor gamma (Homo sapiens), P37231; PPARgamma-SRC-1 coactivator recruitment biochemical assay; 0.41% of 200,000 active; in the data active = activation above about 19%;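 note: 0% = DMSO and 100% = reference agonist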
PPARg SRC2 recr – agonists of PPARg-SRC-2 recruitment, primary screen, biochemical, HTS. PPARgamma LBD-SRC-2 recruitment. activation, % at 8 µM. 0.34% of 200,000 active; in the data active = activation above about 22%;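 note: 0% = vehicle and 100% = reference agonist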
ROMK primary – ROMK potassium channel modulators, primary screen, cell-based, thallium flux, MLSMR library. Tet-inducible ROMK, thallium flux fluorescence; actives lie on both sides. 2% of 130,000 active. B-score at 10 µM. ATP-sensitive inward rectifier potassium channel 1 (Homo sapiens), P48048;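 active = signal ratio slope over the read window, or its plate-corrected B-score, at least 3 SD from the plate mean, either direction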;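 note: B-score of the F/F0 ratio slope over 7 to 12 s after thallium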
Target sequence (P48048 whole entry, looked up): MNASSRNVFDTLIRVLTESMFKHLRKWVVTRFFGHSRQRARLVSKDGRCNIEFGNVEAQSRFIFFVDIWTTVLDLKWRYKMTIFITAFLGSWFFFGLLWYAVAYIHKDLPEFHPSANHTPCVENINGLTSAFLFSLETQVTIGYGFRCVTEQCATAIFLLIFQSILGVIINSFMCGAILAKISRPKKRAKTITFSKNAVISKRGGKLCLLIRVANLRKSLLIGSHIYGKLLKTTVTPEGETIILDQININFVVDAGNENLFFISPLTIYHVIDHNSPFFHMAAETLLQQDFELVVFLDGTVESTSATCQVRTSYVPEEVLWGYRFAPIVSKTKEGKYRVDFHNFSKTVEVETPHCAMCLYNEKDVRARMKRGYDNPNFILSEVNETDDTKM
PMI act – activators of human PMI, primary screen, biochemical, fluorescence intensity, near-Km mannose 6-phosphate; Mannose-6-phosphate isomerase (Homo sapiens), P34949; purified human PMI, coupled resazurin fluorescence, 20 min; active compounds read high; 1 = vehicle control, 0 substrate-free wells; activation factor at 20 µM; 0.005% of 190,000 active;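 active = activation factor of 2 or more at 20 µM, relative to plate controls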
S1P3 antag – S1P3 receptor antagonists, primary screen, cell-based. inhibition, % at 4.98 µM. Sphingosine 1-phosphate receptor 3 (Homo sapiens), Q99500. 0.27% of 170,000 active. CHO S1P3 NFAT-BLA reporter, FRET fluorescence, antagonist mode;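 active = inhibition above the plate cutoff, the mean inhibition of test wells on that plate plus 3 SD, cut at about 28% in these data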;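 note: cells challenged with S1P at its EC80 of 0.8 µM; blue over green emission ratio from cleaved BLA substrate after 4 h stimulation; 0% = S1P-stimulated wells and 100% = unstimulated DMSO-only wells; some compounds past the cut are filed as inactive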
G6PDH CS – L. mesenteroides G6PDH inhibitors, counter-screen for G6PDH-coupled screening assays, biochemical, Leuconostoc mesenteroides enzyme. glucose-6-phosphate dehydrogenase [Leuconostoc mesenteroides]. Purified L. mesenteroides G6PDH, diaphorase/resazurin coupled fluorescence, 45 min. AID 1020, 2008. inhibition, % at 5 µM. 0.12% of 200,000 active; in the data active = inhibition above about 50%
* = called active by the depositor; nt = no result given.

SMILES	Diaph inh CS	PPARg SRC3 recr	SRC2 TRFRET art	PMI act satM6P	Diaph act CS	PPARg SRC-1 ag	PPARg SRC2 recr	ROMK primary	PMI act	S1P3 antag	G6PDH CS
CCC(=O)/C=C1\Sc2ccccc2N1CC	1.5	5.7	1693	1	1	0.2	1.0	-0.772	1.1	1.3	2.9
CC12CCC(C(=O)N(NC(=O)c3cc(Cl)ccc3O)C1=O)C2(C)C (stereo not given)	0.6	-1.1	1556	1.1	1	2.1	12.2	2.1	1	nt	1.9
Cc1cc(OC(=O)C(c2ccccc2)c2ccccc2)c([N+](=O)[O-])c(=O)[nH]1	9.3	-0.5	1540	0.9	0.9	1.9	-7.7	-0.00777	1	1.2	10.4
Cc1ccc(NC(=O)CCn2cnc3cc(C)c(C)cc32)cc1	4.1	-15.4	1682	0.9	1	7.8	4.9	0.0857	1	nt	8.2
O=C(NCc1nc2ccccc2[nH]1)c1ccc([N+](=O)[O-])cc1	13.0	-0.1	1587	1	0.9	2.5	-0.6	0.471	1.1	-17.6	-3.5
O=S(=O)(c1ccc(Cl)c(NC(=S)N/N=C/c2ccc(O)cc2)c1)N1CCOCC1	36.9	2.8	1539	0.8	0.6	4.7	-2.4	nt	0.9	-4.6	9.2
Cc1nnc(SCC(=O)Nc2ncc3c(n2)CCCC3=O)s1	11.2	-11.2	1530	1	0.9	1.0	-8.3	nt	1.1	-20.3	11.5
C=C(C)Cn1c(SCC(=O)N/N=C/c2cccc(O)c2)nc2ccccc2c1=O	17.9	6.9	1417	1	0.8	-2.5	-1.7	nt	0.9	-9.2	12.3
CC(=O)c1cccc(NC(=O)c2csc3c2CCCCC3)c1	7.6	3.0	1487	1	0.9	8.1	9.9	0.323	1	9.8	1.2
CC(C)=CC(=O)Nc1ccccc1Br	4.1	11.7	1491	1	1	4.0	2.5	nt	1	10.1	-9.0
Cn1c(CCN2CCCCC2)nc2cc(NS(=O)(=O)c3ccc(F)cc3)ccc21	13.3	-1.9	1632	0.9	0.9	-2.2	-1.9	nt	0.9	-19.4	-0.3
S=C(NCCc1ccccc1)NCc1cccs1	0.2	-1.2	1540	1.1	1	-1.5	-7.6	nt	1.1	1.6	3.2
O=C(Nc1nc(-c2ccc(Cl)cc2)cs1)NC1CCCCC1	11.4	-4.4	1577	1.1	0.9	2.6	-0.2	0.963	1	11.7	4.9
COc1ccc2c(c1)c1c(n2C(C)=O)C(OC(C)=O)=NCC1	17.5	3.9	1671	0.8	0.8	1.6	4.7	-1.22	0.9	-15.4	-5.1
O=C(NCC(c1cccs1)N1CCOCC1)c1cccc([N+](=O)[O-])c1 (stereo not given)	2.8	-1.5	1563	0.9	1	4.0	-1.1	nt	0.9	-3.3	7.9

3 entries from above in a different format:
molecule: S=C(NCCc1ccccc1)NCc1cccs1
- Diaph inh CS = 0.2
- PPARg SRC3 recr = -1.2
- SRC2 TRFRET art = 1540
- PMI act satM6P = 1.1
- Diaph act CS = 1
- PPARg SRC-1 ag = -1.5
- PPARg SRC2 recr = -7.6
- ROMK primary = nt
- PMI act = 1.1
- S1P3 antag = 1.6
- G6PDH CS = 3.2
molecule: O=C(Nc1nc(-c2ccc(Cl)cc2)cs1)NC1CCCCC1
- Diaph inh CS = 11.4
- PPARg SRC3 recr = -4.4
- SRC2 TRFRET art = 1577
- PMI act satM6P = 1.1
- Diaph act CS = 0.9
- PPARg SRC-1 ag = 2.6
- PPARg SRC2 recr = -0.2
- ROMK primary = 0.963
- PMI act = 1
- S1P3 antag = 11.7
- G6PDH CS = 4.9
molecule: COc1ccc2c(c1)c1c(n2C(C)=O)C(OC(C)=O)=NCC1
- Diaph inh CS = 17.5
- PPARg SRC3 recr = 3.9
- SRC2 TRFRET art = 1671
- PMI act satM6P = 0.8
- Diaph act CS = 0.8
- PPARg SRC-1 ag = 1.6
- PPARg SRC2 recr = 4.7
- ROMK primary = -1.22
- PMI act = 0.9
- S1P3 antag = -15.4
- G6PDH CS = -5.1

(next part)
SMILES	Diaph inh CS	PPARg SRC3 recr	SRC2 TRFRET art	PMI act satM6P	Diaph act CS	PPARg SRC-1 ag	PPARg SRC2 recr	ROMK primary	PMI act	S1P3 antag	G6PDH CS
CCOC(=O)c1c(NC(=O)c2ccc(N3CCOCC3)c([N+](=O)[O-])c2)sc(C)c1C	-0.8	-0.5	1651	0.9	1	-0.9	2.8	nt	1	nt	12.8
Cc1cc(OC(=O)c2cccs2)ccc1C(C)C	16.0	5.5	1456	1	0.8	-1.8	12.9	0.0202	1	nt	7.2
CCOC(=O)c1cc(-c2ccccc2)sc1NC(=O)c1ccc(OC)c(OC)c1	13.4	5.0	1588	0.9	0.9	-3.1	5.9	nt	0.6	-6.0	11.9
CCCCOC(=O)c1[nH]c(C)c(C(=O)OC)c1C	20.2	-3.0	1378	0.9	0.8	7.8	11.7	-0.467	0.9	nt	12.5
N#CCC(=O)N/N=C/c1cc(-c2ccccc2)n(-c2ccc(Cl)cc2)c1-c1ccccc1	10.1	-4.2	1486	1	0.9	-1.9	-0.5	1.34	0.9	-20.3	3.2
NCc1oc(-c2ccccc2)cc1C(=O)O	11.4	7.6	1685	1.8	0.9	1.9	7.7	1.05	1.6	-12.8	4.1
CCOc1ccc(S(=O)(=O)NCC2CCCO2)c2cccnc12 (stereo not given)	4.9	15.5	1649	1	1	-4.9	-5.6	nt	0.9	-5.2	-10.3
CCOC(=O)CSc1nc2c(sc3ccccc32)c(=O)n1CCCN1CCOCC1	30.3	3.4	1622	0.8	0.7	-3.2	3.2	-0.631	0.8	-17.5	-30.6
O=C1c2ccccc2CCC12N=NCC2c1ccc(Cl)cc1 (stereo not given)	29.3	-4.6	1598	0.7	0.7	-1.7	1.8	nt	0.8	nt	7.0
Cc1nc(N2CCN(C(=O)COc3ccccc3)CC2)c2c(C)c(C)sc2n1	15.6	-5.1	1476	1	0.8	-3.3	-3.5	0.592	0.9	nt	1.8
CC1CCCC(NC(=O)C2CCCN2S(=O)(=O)c2cccc3nsnc23)C1C (stereo not given)	19.4	12.6	1856	0.6	0.8	6.5	8.5	nt	0.9	nt	8.5
CS(=O)(=O)N(Cc1ccc(C(=O)NCCSc2ccccn2)cc1)c1ccccc1	26.7	1.3	1718	0.9	0.7	0.6	3.8	0.825	0.9	3.6	9.6
CCCCOc1ccc(C(=O)Nc2ccc(N3CCN(C(=O)C(C)C)CC3)cc2)cc1	19.0	18.6	1568	0.9	0.8	1.2	-9.5	-0.91	0.9	-20.9	-52.5
O=C(NCCCn1ccnc1)c1cccc(S(=O)(=O)N2CCCCCC2)c1	13.2	1.9	1424	1	0.9	-5.3	3.1	1.4	1	nt	1.0
Cc1ccc(N(Cc2ccc(C(=O)NN=C3CCN(C)CC3)cc2)S(C)(=O)=O)cc1C	0.0	2.8	1616	1	1	-0.2	-0.6	0.981	1	-1.3	5.7

Reformatted as a markdown table: entries from further up.
| SMILES | Diaph inh CS | PPARg SRC3 recr | SRC2 TRFRET art | PMI act satM6P | Diaph act CS | PPARg SRC-1 ag | PPARg SRC2 recr | ROMK primary | PMI act | S1P3 antag | G6PDH CS |
| --- | --- | --- | --- | --- | --- | --- | --- | --- | --- | --- | --- |
| CCOC(=O)CSc1nc2c(sc3ccccc32)c(=O)n1CCCN1CCOCC1 | 30.3 | 3.4 | 1622 | 0.8 | 0.7 | -3.2 | 3.2 | -0.631 | 0.8 | -17.5 | -30.6 |
| O=C1c2ccccc2CCC12N=NCC2c1ccc(Cl)cc1 (stereo not given) | 29.3 | -4.6 | 1598 | 0.7 | 0.7 | -1.7 | 1.8 | nt | 0.8 | nt | 7.0 |
| Cc1nc(N2CCN(C(=O)COc3ccccc3)CC2)c2c(C)c(C)sc2n1 | 15.6 | -5.1 | 1476 | 1 | 0.8 | -3.3 | -3.5 | 0.592 | 0.9 | nt | 1.8 |

Continued:
SMILES	Diaph inh CS	PPARg SRC3 recr	SRC2 TRFRET art	PMI act satM6P	Diaph act CS	PPARg SRC-1 ag	PPARg SRC2 recr	ROMK primary	PMI act	S1P3 antag	G6PDH CS
Cc1ccc(NC(=O)C(=O)NCCN2CCN(S(=O)(=O)c3ccccc3)CC2)cc1C	18.7	6.7	1694	0.9	0.8	7.3	9.8	0.0201	1	-20.6	6.3
Cc1ccc([N+](=O)[O-])cc1S(=O)(=O)N1CCN(C)CC1	15.4	3.3	1372	0.8	0.8	1.8	4.0	0.258	1	-17.7	21.2
Cc1ccc(S(=O)(=O)Nc2ccc3c(c2)c2c(n3S(=O)(=O)c3ccc(C)cc3)CCCC2=O)cc1	10.6	1.9	1449	0.9	0.9	3.7	-0.4	nt	1	-15.5	6.1
COc1ccc(Nc2n[nH]c(C)c2[N+](=O)[O-])cc1	8.2	1.3	1609	0.9	0.9	3.9	7.3	-0.293	1	-15.8	1.6
COc1cccc(OC)c1NC(=O)CN1CCC(NC(=O)c2cccc(F)c2)CC1	10.2	6.0	1446	1	0.9	5.8	3.6	nt	1	nt	7.1
Cc1ccc(Cl)cc1NC(=O)N[C@@H](C)C(=O)O	9.6	4.0	1550	1	0.9	-2.5	2.4	nt	1	nt	-0.8
COc1ccc(CNC(=O)COC(=O)c2c(-c3c(F)cccc3Cl)noc2C)cc1OC	15.0	1.2	1703	0.8	0.8	3.8	8.6	nt	0.9	nt	12.6
O=C1CCc2cc(S(=O)(=O)NC(Cc3ccccc3)C(=O)NCCC3=CCCCC3)ccc2N1 (stereo not given)	18.7	0.4	1745	1	0.8	-1.4	5.5	nt	1	nt	-1.4
CC(=O)Nc1cc(S(=O)(=O)Nc2ccc(C)cc2)c(C)cc1C	-2.3	4.7	1637	1	1	2.6	9.9	nt	1	nt	11.3
COc1ccc(OCC(=O)NNC(=O)c2cccc(O)c2)cc1	7.7	4.3	1555	1	0.9	10.2	-2.4	-0.149	1	0.2	3.8
